# OXTR potentiator – potentiators of human oxytocin receptor; P30559; CHO-OTR cells, Fluo-8 calcium fluorescence, potentiator mode; 0% = oxytocin EC15, 100% = EC100; activation, % at 3 µM; 320,000 compounds, 0.061% hits;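 active = activation above that plate's cutoff, the mean activation of tested compounds plus 3 SD, cut at about 6.6% in these data, passing the limit was not always enough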;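 also: 100% uses oxytocin at 75 nM as the full agonist control; some results filed as inactive read as strong as hits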
#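 Replication – single well per compound, singlicate · Assay system – CHO cell line stably expressing human OTR · Timing – 6 min pre-incubation, 100 s read · Measure – normalized max/min fluorescence ratio, % activation · Doses – 3.0 µM, one dose · Detection – Fluo-8 calcium dye fluorescence · Probe or stimulus – oxytocin near EC15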
# V1R ag counter – activates human V1a receptor in oxytocin agonist counter-screen; P37288; CHO-V1R cells, Fluo-8 calcium fluorescence, agonist mode; 0% DMSO, 100% 3 nM vasopressin; activation, % at 3 µM; 320,000 compounds, 0.25% hits;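 active = activation above the mean activation of all tested compounds plus 3 SD, per screening run, cut at about 20% in these data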;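 also: signal is peak over basal fluorescence ratio across a 100 second FLIPR read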
# CHO-K1 Ca PAM – nonselective activator or artifact in parental CHO-K1 calcium assay | ATP EC20, Fluo-8 calcium fluorescence; 0% at ATP EC20, 100% at ATP max | activation, % at 3 µM | 360,000 compounds, 0.02% hits | AID 602247;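 active = activation above the run cutoff, the mean activation of all test compounds plus 3 SD, cut at about 40% in these data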;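 also: peak over basal fluorescence ratio in a 140 s read after ATP addition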
# CHRM1 agonist – human M1 muscarinic receptor agonism; P11229; CHO-K1 hM1, Fluo-8 calcium fluorescence, agonist mode; 0% DMSO, 100% acetylcholine EC100; activation, % at 3 µM; 360,000 compounds, 0.33% hits; AID 588814;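 active = activation above the run's mean compound activation plus 3 SD, cut at about 16% in these data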;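 also: peak over basal fluorescence ratio within a 140 s kinetic read after compound addition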
# Target sequence (P11229 whole entry, looked up): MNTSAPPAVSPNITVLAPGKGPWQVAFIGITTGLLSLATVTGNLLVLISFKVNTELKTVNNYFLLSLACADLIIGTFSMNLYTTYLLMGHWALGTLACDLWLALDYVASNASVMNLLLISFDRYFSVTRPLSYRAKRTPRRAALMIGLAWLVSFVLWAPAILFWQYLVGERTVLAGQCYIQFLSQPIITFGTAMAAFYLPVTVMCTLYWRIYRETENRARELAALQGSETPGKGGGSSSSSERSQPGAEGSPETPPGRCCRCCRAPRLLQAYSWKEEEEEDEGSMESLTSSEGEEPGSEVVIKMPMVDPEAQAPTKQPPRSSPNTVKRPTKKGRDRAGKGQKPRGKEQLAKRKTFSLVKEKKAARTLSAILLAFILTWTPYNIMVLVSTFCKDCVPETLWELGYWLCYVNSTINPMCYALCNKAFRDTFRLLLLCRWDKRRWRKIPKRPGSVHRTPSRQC
# CHO-K1 Ca antag – counter-screen for M1 antagonists: effect in parental CHO-K1 cells; ATP-induced calcium, Fluo-8 fluorescence; AID 602250; 360,000 compounds, 0.6% hits; inhibition, % at 3 µM;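 active = inhibition above a per-plate cutoff, the plate's mean sample inhibition plus 3 SD, cut at about 24% in these data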;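 also: 0% = DMSO plus EC80 ATP and 100% = DMSO alone without ATP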
# M1 ag parental – counter-screen for M1 agonists: effect in parental CHO-K1 cells. Fluo-8 calcium fluorescence; scaled to maximal ATP response, vehicle zero. 360,000 compounds, 0.48% hits. activation, % at 3 µM; in the data active = activation above about 15%;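 also: untransfected CHO-K1 host cells lacking M1 receptor as counterscreen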
# TAAR1 agonist – human TAAR1 agonism. CHO RD-HGA16 TAAR1, Fluo-8 calcium fluorescence; vehicle wells 0%, saturating PEA agonist 100%. AID 624467. 360,000 compounds, 0.99% hits. Q96RJ0. activation, % at 3 µM;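 active = activation above the mean activation of all test compounds in the run plus 3 SD, cut at about 38% in these data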
# Target sequence (Q96RJ0 whole entry, looked up): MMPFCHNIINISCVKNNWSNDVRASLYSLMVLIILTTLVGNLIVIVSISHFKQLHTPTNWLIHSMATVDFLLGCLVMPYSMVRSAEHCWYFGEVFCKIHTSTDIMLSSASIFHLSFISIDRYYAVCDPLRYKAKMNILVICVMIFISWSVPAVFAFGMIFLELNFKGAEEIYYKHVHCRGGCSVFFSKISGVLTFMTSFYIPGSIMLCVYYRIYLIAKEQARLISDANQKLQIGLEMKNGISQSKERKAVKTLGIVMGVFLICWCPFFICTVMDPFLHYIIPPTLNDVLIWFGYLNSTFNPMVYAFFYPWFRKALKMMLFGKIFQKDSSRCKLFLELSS
#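 Assay system – CHO-derived RD-HGA16 cells with stable Gα16 and human TAAR1 · Compound dosing – one-point dosing at 3 µM (nominal) · Incubation – 17-24 h seeding, 75 min 37 °C dye, 30 min RT · Measured by – kinetic Fluo-8 calcium fluorescence · Control set – DMSO vehicle as 0%, PEA at EC100 as 100% · Repeats – single well for each compound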
# TAAR1 antagonist – human TAAR1 antagonism; 360,000 compounds, 1.5% hits; Q96RJ0; CHO RD-HGA16 TAAR1, Fluo-8 calcium fluorescence, antagonist; inhibition, % at 3 µM; AID 624466;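 active = inhibition above a per-plate cutoff, the mean inhibition of test compounds on that plate plus 3 SD, cut at about 49% in these data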;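 also: 0% = DMSO plus EC80 beta-PEA response and 100% = DMSO alone without agonist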
#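 test system = CHO RD-HGA16 cells bearing hTAAR1 | replication = singlicate | controls = DMSO-only wells and EC80 β-PEA-stimulated wells | reagent = EC80 β-phenethylamine stimulus | read-out basis = percent inhibition of PEA-evoked calcium signal, max/basal emission ratio | schedule = seeding 17-24 h prior, 75-min 37 °C, 30-min RT dye loading | signal = kinetic Fluo-8 calcium fluorescence measurement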
# CHO parental Ca – counter-screen for OX1R antagonists: effect in parental CHO cells | inhibition, % at 5.6 µM | AID 463079 | 330,000 compounds, 0.63% hits | parental CHO-K1, ATP-induced calcium, Fluo-8 fluorescence;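 active = inhibition above that plate's mean sample inhibition plus 3 SD, cut at about 26% in these data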;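 also: 0% = ATP-challenged DMSO wells and 100% = DMSO wells without ATP; some compounds past the cut are filed as inactive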
#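 Material: parental CHO cells / Compound: single nominal dose of 5.6 µM per compound / Signal: Fluo-8 fluorescence / Replicates: singlicate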
# * marks the source's active call; other numbers are inactive results; / = no result given. Not a hit list (roughly 3.3% active in at least one column).
SMILES,OXTR potentiator,V1R ag counter,CHO-K1 Ca PAM,CHRM1 agonist,CHO-K1 Ca antag,M1 ag parental,TAAR1 agonist,TAAR1 antagonist,CHO parental Ca
O=C(NCCc1ccc(F)cc1)c1ccc(S(=O)(=O)N2CCCC2)cc1,0,1.6,14,-4,-13,1.9,8,4,-19
N#CCSc1nn(-c2ccc(F)cc2)c(=S)s1,-15,-0.7,-6,-6,-4,1.1,-2,-7,-8
CCOc1ccc(NC(=O)Nc2ccccc2SC)cc1,-8,-1.2,-8,-14,-4,-0.5,1,8,-9
Cc1ccsc1/C=N/NC(=O)c1cccc(S(=O)(=O)Nc2ccccc2Cl)c1,-6,1.7,8,-8,-6,2.7,4,28,-14
O=C(Nc1ccc(CSc2ccccc2)cc1)c1ccccc1,4,-0.2,-1,-8,-1,-0.2,11,18,18
CCOc1ccccc1CNC(=O)C1CCN(c2nnc(C)c3c(C)n(-c4ccc(C)cc4)nc23)CC1,-13,-2.5,9,-6,-9,-1.1,-2,-57,-25
O=C(NC1CCCCC1)c1ccc(S(=O)(=O)N2CCCCC2)cc1,-5,1.1,13,-1,-18,3.2,3,-23,-18
Cc1cc(N2C(=O)C(=O)/C(=C(/O)c3ccc(F)cc3)C2c2ccc(F)cc2)no1 (centres undefined),-11,0.3,-5,1,9,-0.4,5,-8,-8
C=CCN(C(=O)c1csnn1)C(C(=O)NCc1ccccc1)c1cccs1 (centres undefined),-10,0.4,0,-6,-5,1.6,0,1,-17
Cc1nn(Cc2ccc(C(=O)n3cccn3)o2)c(C)c1Br,-7,0.3,12,-3,-12,0.5,5,10,-9
COc1ccc(C2CC(C(F)(F)F)n3nc(CO)c(Cl)c3N2)cc1OC (centres undefined),-2,0.0,5,-2,23,-0.5,3,-1,-3
COc1ccccc1NC(=O)CCN1C(=O)C2CC=CCC2C1=O (centres undefined),-9,0.4,-12,-2,16,0.1,2,-15,3
COc1ccccc1CN1CCNC(=O)C1CC(=O)NCCOc1cccnc1 (centres undefined),1,0.2,24,-8,-6,0.8,2,-7,6
CCCC(C)C(=O)Nc1nc(C)c(-c2csc(Nc3cc(Cl)ccc3C)n2)s1 (centres undefined),-3,0.6,16,-4,-11,0.4,1,-3,-16
Cc1cccc(C)c1NC(=O)COC(=O)c1nonc1N,2,1.1,3,-5,10,0.2,4,-4,1
C=C(C)CN1C(=O)C2(OCCO2)c2ccccc21,-7,-0.1,7,-4,-12,0.8,0,3,-12
CCN(CCCNC(=O)CCCCn1c(=O)[nH]c2ccccc2c1=O)c1ccccc1,-7,-1.0,-4,-4,-13,1.4,7,3,-25
COc1cccc(CNn2cnnc2)c1O,-19,0.1,-14,-2,-2,0.7,0,0,13
CCN(C(=O)COC(=O)/C=C/c1c(C)nn(Cc2ccc(C)cc2)c1C)C1CCS(=O)(=O)C1 (centres undefined),-13,0.6,14,-9,-2,0.5,4,3,-10
CC(=O)N1CCN(c2ccc(NC(=O)c3ccc(Cl)cc3)cc2)CC1,-5,0.3,0,-1,5,0.3,3,15,-2
Cc1ccc(C(=O)OCC(=O)c2ccc(CC(=O)N3CCOCC3)s2)cc1C,-8,4.4,8,0,-11,4.7,4,-4,-16
Cc1ccc(NC(=O)CCC(=O)NNC(=O)COc2cccc3ccccc23)c(C)c1,3,-0.1,19,-6,-33,-0.1,-2,-5,-12
CC(C)(C)c1ccc(C(=O)O/N=C(\N)Cc2cccs2)cc1,/,/,12,-1,-8,0.2,-1,4,/
O=C1Nc2ccccc2C12OCCO2,-1,0.8,-11,1,12,-0.4,1,-10,-12
CCOc1ccc(Nc2nc(N3CCOCC3)nc(N3CCOCC3)n2)cc1,-3,-0.6,0,-3,-2,-0.2,1,-9,-20

# A portion taken from the entries so far, as a working copy:
SMILES,OXTR potentiator,V1R ag counter,CHO-K1 Ca PAM,CHRM1 agonist,CHO-K1 Ca antag,M1 ag parental,TAAR1 agonist,TAAR1 antagonist,CHO parental Ca
O=C(NCCc1ccc(F)cc1)c1ccc(S(=O)(=O)N2CCCC2)cc1,0,1.6,14,-4,-13,1.9,8,4,-19
N#CCSc1nn(-c2ccc(F)cc2)c(=S)s1,-15,-0.7,-6,-6,-4,1.1,-2,-7,-8
CCOc1ccc(NC(=O)Nc2ccccc2SC)cc1,-8,-1.2,-8,-14,-4,-0.5,1,8,-9
Cc1ccsc1/C=N/NC(=O)c1cccc(S(=O)(=O)Nc2ccccc2Cl)c1,-6,1.7,8,-8,-6,2.7,4,28,-14

# The results go on.
SMILES,OXTR potentiator,V1R ag counter,CHO-K1 Ca PAM,CHRM1 agonist,CHO-K1 Ca antag,M1 ag parental,TAAR1 agonist,TAAR1 antagonist,CHO parental Ca
CC(=O)COc1ncnc2c(Cl)cc(Cl)cc12,-10,-0.2,5,-6,-11,0.3,4,16,-5
O=C(CSc1cnc2ccccc2n1)NC1CCCC1,-10,0.1,22,-4,-4,0.8,13,-1,1
CCOC(=O)c1ccc(COC(=O)CNS(=O)(=O)c2ccccc2)cc1,2,-0.2,10,-4,-17,2.9,0,23,-12
COc1cccc(N2CC(NC(=O)C(=O)c3c(C)[nH]c4ccccc34)CC2=O)c1 (centres undefined),5,-0.9,-2,0,-2,3.0,3,16,-7
CC1CC(C)CN(C(=O)Cn2c(SCC(=O)N3CCc4ccccc4C3)nc3ccccc32)C1 (centres undefined),-2,-0.5,6,-4,-3,1.0,16,15,-32
CCCOc1cccc(-c2nc3ccccc3c(=O)o2)c1,-1,0.0,2,-1,-4,0.0,6,-43,1
O=C(COc1ccc(-n2cnnn2)cc1)Nc1ccccc1OC(F)F,-8,1.4,3,-2,-7,1.6,-1,4,2
CCCc1cc(=O)oc2c(CN3CCN(C)CC3)c(O)c(Cl)cc12,-10,-0.5,17,-4,-17,0.7,7,1,-3
COc1ccccc1NC(=O)c1oc2ccccc2c1C,/,/,26,-6,-15,0.3,3,0,/
CCOC(=O)C1=C(O)/C(=C\c2cccc(OC)c2)N=C1C,-5,-0.2,18,-3,-2,0.2,0,-1,-5
CCOC(=O)C1=C(COC(=O)C(CC)Oc2ccccc2)NC(=O)NC1C (centres undefined),3,-0.2,17,-4,2,2.2,4,11,-21
Cc1cc(C)c(C(=O)COC(=O)c2cccc(S(=O)(=O)N3CCOCC3)c2)cc1C,/,/,19,-3,-15,1.1,0,-13,/
CC(C)CN(C(=O)c1ccc(S(=O)(=O)N2CCOCC2)cc1)C1CCS(=O)(=O)C1 (centres undefined),-4,-0.2,-4,-1,-5,0.6,11,-40,-13
O=C(COC(=O)CCCOc1ccccc1)NNC(=O)c1ccc([N+](=O)[O-])cc1,-2,1.7,23,-2,-13,2.7,1,-3,-1
CC(=O)CSc1nnc(CSc2ncccn2)n1C1CCCCC1,-2,-0.5,10,3,-22,0.8,14,10,-9
Cc1ccc(S(=O)(=O)NNc2nnc(C)c(=O)[nH]2)cc1,-4,0.9,13,-4,-3,0.8,3,0,5
CCc1ccccc1NC(=O)CN1CCN(C(=O)CNC(=O)Cc2cccc3ccccc23)CC1,-12,9.4,23,-2,-36,10,3,5,-28
CN=C(Nc1cc(C)nn1CCC#N)c1ccc(F)cc1,1,0.0,17,-6,-8,0.5,7,-8,-6
COc1ccc(C(=O)NCCSCc2ccccc2Cl)cc1OC,2,0.2,8,-2,-13,1.1,4,-4,-29
CC(=O)OCC1CCCC2=C(C)C(=O)CCC21COC(C)=O (centres undefined),-2,1.4,15,-2,-2,0.4,0,-5,2
CCCn1c(SCc2ccccn2)nc2c1c(=O)n(C)c(=O)n2C,-2,-0.3,14,-6,-5,1.0,1,10,-13
N#CC1=C(N)Oc2c(ccc3cccnc23)C1c1ccccc1 (centres undefined),-7,1.1,-6,-4,-20,1.7,6,28,-4
COc1cc2c(cc1OC)C(=O)N1[C@H]3c4ccccc4OC[C@@H]3[C@H](c3ccccc3)[C@]1(C)C(=O)N2,-7,2.9,14,-4,-11,2.4,6,14,-2
NC(=O)C1CCN(C(=S)c2ccc(-c3ccc(Br)cc3)o2)CC1,-7,-0.5,3,-10,-1,2.1,-2,3,-11
N#Cc1cccc(NS(=O)(=O)c2ccccc2Cl)c1,-4,1.1,23,-2,-20,1.1,14,-12,-19
SMILES,OXTR potentiator,V1R ag counter,CHO-K1 Ca PAM,CHRM1 agonist,CHO-K1 Ca antag,M1 ag parental,TAAR1 agonist,TAAR1 antagonist,CHO parental Ca
NS(=O)(=O)c1cccc(NC(=O)COC(=O)/C(=C/c2cccs2)c2cccs2)c1,-9,2.9,8,-3,-2,3.0,7,41,-16
CCN=C1SC(CC(=O)NCC)C(=O)N1CC (centres undefined),-7,2.2,-5,0,15,-0.2,6,0,5
COc1ccc(Nc2nc3ccccc3nc2NS(=O)(=O)c2ccc(NC(C)=O)cc2)cc1,-5,1.3,10,-1,-14,1.0,3,11,2
CC(C)C(=O)NCCc1nc2ccccc2n1CCOc1ccccc1,-3,-0.2,14,-11,-4,1.3,8,-11,-9
COc1ccccc1-c1oc2ccccc2c1C#CCO,-3,0.2,15,-6,-12,4.9,11,5,7
CCn1cc(/C=C(\NC(=O)c2ccc(OC)c(OC)c2)C(=O)NCCCO)c2ccccc21,-7,0.1,2,-4,-14,0.2,0,-15,-3
CCOC(=O)[C@]12CCCC=C1N(Cc1ccc3c(c1)OCO3)C(=O)[C@H](CC(=O)NCc1cccs1)C2,/,/,-2,/,-12,0.2,4,-12,/
COc1ccc(C2C(C(C)=O)=C(C)Nc3ncnn32)cc1OC (centres undefined),-7,1.1,13,-2,-12,-0.2,5,-10,-8
COc1cccc(N2CC(=O)N(NC(=O)c3sc4nc(C)cc(C)c4c3N)CC2=O)c1,-3,-0.2,-9,-6,-5,-0.2,2,-12,-17
Cc1c(C#N)c2ccccc2n1CC(=O)NC(C)c1ccccc1 (centres undefined),-3,0.7,-2,2,6,-0.3,-1,-1,-15
Cc1ccc(N(C=NC#N)CC(=O)N2CCN(c3ccccc3)CC2)cc1,-19,-0.1,0,-4,-9,0.1,6,6,0
CN(C(=O)COC(=O)c1ccccc1Nc1ccccc1)C1CCS(=O)(=O)C1 (centres undefined),-1,0.5,25,-2,-18,0.9,-4,-7,-19
C/C=C/c1cc(CN2CCN(c3ccccc3)CC2)c(O)c(OC)c1,-3,-1.5,18,-4,-16,1.6,-1,-7,-35
CC(C)(C)c1ccc(S(=O)(=O)NC(=O)C2(C)CCN2C(=O)Cc2cccs2)cc1 (centres undefined),/,/,19,-1,-8,0.2,1,-4,/

# Assay outcomes as filed in PubChem BioAssay.
